GLP-1R agonist = GLP-1 receptor (human) agonism; P43220; HEK293 GLP-1R CRE-luciferase, luminescence, 4-6 h; cells express a hypersensitive GLP-1R form; Potency, µM (top dose mostly 45.6 µM), inactives show top-dose activation, hits mostly activators; actives 0.007% (n = 380,000); also: potency is read from the fitted curve at half-maximal effect; % of control where 0% means no effect
Target sequence (P43220 whole entry, looked up): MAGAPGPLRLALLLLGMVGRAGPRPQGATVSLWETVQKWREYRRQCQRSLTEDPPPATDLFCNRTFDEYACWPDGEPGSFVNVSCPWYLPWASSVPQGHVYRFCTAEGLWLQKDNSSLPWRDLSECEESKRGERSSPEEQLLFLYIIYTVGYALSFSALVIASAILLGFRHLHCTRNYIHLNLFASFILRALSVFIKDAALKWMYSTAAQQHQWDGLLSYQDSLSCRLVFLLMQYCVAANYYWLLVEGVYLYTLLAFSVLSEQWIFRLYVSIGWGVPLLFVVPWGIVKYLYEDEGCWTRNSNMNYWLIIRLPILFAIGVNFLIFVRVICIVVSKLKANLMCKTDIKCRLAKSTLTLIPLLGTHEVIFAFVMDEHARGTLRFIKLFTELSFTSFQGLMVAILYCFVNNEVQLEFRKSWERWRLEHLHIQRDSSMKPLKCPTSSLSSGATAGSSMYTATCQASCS
PLK1 PBD inh = PLK1 (human) polo-box domain binding inhibition | P53350 | Plk1 PBD binding of FITC phosphopeptide, fluorescence polarization | Potency, µM, for the others: max response, negative = inhibition, usual class: inhibitors | actives 2.8% (n = 360,000); also: potency is read from the fitted curve at half-maximal effect; series mostly up to about 57 µM; % is scaled to controls: 0 for no effect and ±100 for the full control effect; nearly all actives have a fitted effect of over 65% in size
Target sequence (P53350 whole entry, looked up, the tested form may be a part): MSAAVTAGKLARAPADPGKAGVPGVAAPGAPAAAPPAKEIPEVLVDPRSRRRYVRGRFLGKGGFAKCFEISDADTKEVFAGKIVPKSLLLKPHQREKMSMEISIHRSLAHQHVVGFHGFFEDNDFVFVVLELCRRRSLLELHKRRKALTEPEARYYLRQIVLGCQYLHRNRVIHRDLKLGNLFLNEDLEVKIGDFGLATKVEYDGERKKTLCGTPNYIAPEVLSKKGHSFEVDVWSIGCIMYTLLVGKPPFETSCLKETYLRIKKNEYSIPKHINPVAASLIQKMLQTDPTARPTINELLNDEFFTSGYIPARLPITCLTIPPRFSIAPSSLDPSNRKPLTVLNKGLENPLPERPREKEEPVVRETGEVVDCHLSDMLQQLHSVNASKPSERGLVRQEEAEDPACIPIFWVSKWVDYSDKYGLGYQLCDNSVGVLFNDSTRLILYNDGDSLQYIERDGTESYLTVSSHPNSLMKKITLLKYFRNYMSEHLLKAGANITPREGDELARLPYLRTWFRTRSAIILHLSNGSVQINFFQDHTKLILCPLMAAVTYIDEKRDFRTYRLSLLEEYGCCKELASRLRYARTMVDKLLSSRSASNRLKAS
PI5P4K alpha inh = blocks human PI5P4K alpha kinase activity. P48426. PI5P4Kalpha enzyme, ADP-Glo luminescence, 60 min; stronger effect = lower value. max response, %. actives 1.2% (n = 330,000). AID 652105; active = max response of -50% or lower; inconclusive = between -30% and -50%; inactive = -30% or higher; also: value at the top dose of about 77 µM; % is scaled to controls: 0 for no effect and ±100 for the full control effect
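Controls without substrate or without enzyme flank wells where PI5P4Kalpha converts substrate using 5 microM ATP (final). Incubation lasts 60 minutes at room temperature; ADP formed is read by ADP-Glo luminescence.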
GLP-1R inv ag = GLP-1 receptor (human) inverse agonism. Potency, µM (highest dose often 38.3 µM), for the others: at the highest dose activity change, negative = inhibition, usual class: inhibitors. HEK293 GLP-1R CRE-luciferase, luminescence, 24 h; GLP-1R form is constitutively active. P43220. AID 624417. actives 1.6% (n = 410,000); also: potency is read from the fitted curve at half-maximal effect; % is scaled to controls: 0 for no effect and ±100 for the full control effect; nearly all actives have a fitted effect of over 55% in size
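HEK293 cells stably co-expressing a cAMP-responsive luciferase reporter and constitutively active GLP-1R were seeded, incubated 12 h, then exposed to compounds for 24 h at 37 C. Luminescence was read 12 min after detection reagent; inverse agonists lower signal.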
WRN inhibitor = inhibitors of human WRN helicase | AID 651768 | WRN helicase unwinding, fluorescent forked duplex, kinetic | Potency, µM (series often up to 114 µM), for inactives: top-dose activity change, negative = inhibition, hits mostly inhibitors | actives 0.46% (n = 360,000); also: potency is read from the fitted curve at half-maximal effect; % is scaled to controls: 0 for no effect and ±100 for the full control effect; nearly all actives have a fitted effect of over 55% in size
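Kinetic fluorescence helicase assay: unwinding of a quenched forked DNA duplex (100 nM final) with 2 mM ATP final raises red fluorescence (525/598 nm). Compounds sat 15 min at room temperature with 20 nM WRN beforehand.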
GLP1R cytotox = cytotoxic in the GLP-1 receptor inverse agonist counter-screen; HEK293 cAMP-luciferase reporter cells, luminescence, 24 h; Potency, µM (doses to about 38.3 µM), inactives show top-dose activity change, negative = inhibition, most hits filed as inhibitors; actives 0.13% (n = 410,000); AID 624418;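 also: loss of luciferase light is scored as toxicity; potency is read from the fitted curve at half-maximal effect; % is scaled to controls: 0 for no effect and ±100 for the full control effect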
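MLSMR compounds, 24 hr on cells at 37 deg C/5% CO2; luminescence after luciferase reagent (12 min RT). Inhibition counted as the undesired cytotoxic outcome.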
D3 ag = agonists of human D3 dopamine receptor | actives 0.58% (n = 410,000) | D3R DiscoveRx beta-arrestin cells, luminescence, 90 min | P35462 | max activation, %; in the data active = max activation above about 30%; also: 0% is about no effect; mostly tested at two doses, the higher about 12 µM
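Agonist mode: compounds and dopamine controls were applied to plated cells for 90 min at 37 degrees C after an overnight attachment at 1500 cells/well. Luminescent read-out followed 30 - 60 minutes at room temperature with DiscoveRx detection reagent.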
DRD3 antagonist = antagonists of human D3 dopamine receptor; D3R cells, DiscoveRx beta-arrestin luminescence, antagonist mode; stronger effect = lower value; actives 2.5% (n = 360,000); max response, negative = inhibition, %; P35462; in the data active = max response below about -50%; inconclusive = no clear call, values can overlap the other calls; also: % is scaled to controls: 0 for no effect and ±100 for the full control effect; mostly tested at two doses, the higher about 12 µM
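Cells plated overnight at 1500 cells/well, then exposed to library compounds with dopamine controls for 90 minutes at 37 degrees C. DiscoveRx reagent added for 30–60 minutes at room temperature; luminescence read, quantitative HTS format.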
IL-2 act = activates IL-2 in a cell-based reporter assay; IL-2 activation reporter assay, cell-based qHTS; stimulated with anti-CD3/CD4/CD28 beads; in transgenic mouse T cells; activation, % (series mostly up to about 46 µM); actives 0.065% (n = 360,000); in the data active = activation above about 50%; inconclusive = mostly about 30% to 49%; also: 0% is about no effect
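EGFP and DsRed fluorescence is measured by plate cytometry in unstimulated transgenic mouse T cells exposed to compound for 60 minutes, then stimulated 18 hours at 37 degrees C with anti-CD3/anti-CD4 beads plus anti-CD28.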
Active calls of the source: *; ? = inconclusive; . = not tested or not shown; & = joins results of further samples; [ ] = dose if it differs, or a comment. Unless noted, calls follow the shape of the dose curve; as a rule, active = well fitted curve in the direction sought with a large enough effect; inconclusive = small, poorly fitted or top-dose-only effect, or another doubt; inactive = no such curve, though single readings can be large; an effect the other way counts as inactive or inconclusive.

SMILES	GLP-1R agonist	PLK1 PBD inh	PI5P4K alpha inh	GLP-1R inv ag	WRN inhibitor	GLP1R cytotox	D3 ag	DRD3 antagonist	IL-2 act
CC1(OC(=O)C2CCCC2)C(=O)C=C2C=C(c3ccsc3)N(CCc3c[nH]c4ccccc34)C=C2C1=O (stereo not given)	-3%	-19%	-16	-21%	4%	-7%	-30	-8	-0.3
Cc1cccc(-n2cc[nH]c2=S)c1	-6%	-19%	-10	2%	5%	2%	-3	2	-0.1
O=C(Nc1ccccc1C(=O)N1CCOCC1)c1noc2c1CCCC2	-2%	-2%	.	3%	-1%	-16%	13	11	-2.2
O=C(Nc1ncc(Cc2cccc(Cl)c2Cl)s1)c1ccc([N+](=O)[O-])cc1	-8%	-14%	-1	8%	-3%	-11%	7	?	0.5
CCOC(=O)CC(NC(=O)c1cc2cc(Cl)ccc2oc1=O)c1ccc(C)cc1 (stereo not given)	-4%	.	.	-5%	.	4%	9	.	.
Nc1nc2c(ncn2[C@@H]2O[C@H](CNC(=O)[C@H](N)Cc3cncn3COCc3ccccc3)[C@@H](O)[C@H]2O)c(=O)[nH]1	-5%	3%	0	27%	-10%	-1%	14	10	1.2
COc1ccc(-c2[nH]ncc2CN2CCN(Cc3cccs3)CC2)c(F)c1	13%	-13%	2	25%	-4%	-5%	-18	-4	-2.9
Cc1ccccc1-c1cc2nc(NCc3ccc4occc4c3)n(C)c(=O)c2s1	2%	-2%	50	?	-4%	-9%	16	25	-0.9
Cc1nc2ccc(C(=O)OCc3nnc(-c4ccccc4)o3)cc2nc1C	10%	-6%	-5	17%	-21%	-6%	6	9	-4.1
O=C(NCc1ccccc1)N1CCN(c2ccccc2)CC1	-2%	-14%	0	11%	7%	0%	4	2	-0.2
Nc1cc(=O)[nH]c(SCC(=O)Nc2ccc(S(=O)(=O)N3CCCCC3)cc2)n1	8%	-13%	-3	-21%	11%	6%	-4	-4	-3.8
CCN(CCCNC(=O)C1CCN(S(=O)(=O)c2cnc[nH]2)CC1)c1ccccc1	-3%	-21%	-11	0%	9%	1%	-1	0	0.2

Single records (already shown). Order of screens: GLP-1R agonist, PLK1 PBD inh, PI5P4K alpha inh, GLP-1R inv ag, WRN inhibitor, GLP1R cytotox, D3 ag, DRD3 antagonist, IL-2 act
O=C(Nc1ccccc1C(=O)N1CCOCC1)c1noc2c1CCCC2 is listed as -2%, -2%, ., 3%, -1%, -16%, 13, 11, -2.2
Nc1nc2c(ncn2[C@@H]2O[C@H](CNC(=O)[C@H](N)Cc3cncn3COCc3ccccc3)[C@@H](O)[C@H]2O)c(=O)[nH]1 is listed as -5%, 3%, 0, 27%, -10%, -1%, 14, 10, 1.2
CCOC(=O)CC(NC(=O)c1cc2cc(Cl)ccc2oc1=O)c1ccc(C)cc1 (stereo not given) is listed as -4%, ., ., -5%, ., 4%, 9, ., .
O=C(Nc1ncc(Cc2cccc(Cl)c2Cl)s1)c1ccc([N+](=O)[O-])cc1 is listed as -8%, -14%, -1, 8%, -3%, -11%, 7, ?, 0.5
COc1ccc(-c2[nH]ncc2CN2CCN(Cc3cccs3)CC2)c(F)c1 is listed as 13%, -13%, 2, 25%, -4%, -5%, -18, -4, -2.9

Following part.
SMILES	GLP-1R agonist	PLK1 PBD inh	PI5P4K alpha inh	GLP-1R inv ag	WRN inhibitor	GLP1R cytotox	D3 ag	DRD3 antagonist	IL-2 act
COc1cc([C@@H]2CC=C(C(=O)O)[C@H](c3ccc(Cl)cc3)N2S(=O)(=O)c2ccc(C)cc2)cc(OC)c1OC	0%	-21%	-2	-15%	0%	3%	-21	?	1.7
O=C(NN1CCOCC1)c1cnn2c(C(F)F)cc(-c3ccccc3)nc12	8%	-3%	3	19%	8%	8%	3	5	0.0
O=C1COc2ccc(C(=O)COC(=O)c3ccc4ccccc4n3)cc2N1	-7%	2%	-18	0%	?	-4%	3	11	0.6
C[C@@H](C(=O)N1CCNCC1)n1cc(CCC(=O)O)nn1	-2%	1%	-1	2%	9%	-41%	-13	0	-0.2
COC(=O)C(CC(C)C)NC(=O)C(Cc1ccccc1)NC(=O)C1CCCN1C(=O)OC(C)(C)C (stereo not given)	5%	-7%	3	10%	-19%	11%	-9	-17	0.2
CCCN1CCc2nc(SCC(=O)Nc3ccc(C)c(Cl)c3)[nH]c(=O)c2C1	-2%	-24%	-9	2%&3%	2%	-5%&0%	-7&-6	-24	-1.9
O=C(/C=C/c1cccc2ccccc12)c1ccncc1	-35%[inhibitor]	?	4	8.9µM*	?	?	2	4	-0.4
COc1cc2c(cc1NCc1ccc3c(c1)OCO3)oc1ccccc12	3%	3%	11	-1%	-8%	-13%	3	17	-1.4
COc1ccc(C(=O)C2CCCN(Cc3cnc(N4CCOCC4)s3)C2)cc1F (stereo not given)	14%	-4%	2	-25%	4%	?	-5	1	-1.5
CCC(C)NC(=O)c1cc2c(=O)n3cccc(C)c3nc2s1 (stereo not given)	16%	4%	-2	78%[activator]	-4%	40%[activator]	7	16	-2.5
CC1CCC(NC(=O)COc2ccc(C(=O)c3ccccc3)cc2)CC1 (stereo not given)	6%	-3%	3	?	-12%	-1%	4	-3	0.7
Brc1ccc(CSc2nnc(-c3cccnc3)o2)cc1	12%	-5%	5	10%	6%	6%	-12	-25	0.2
Cc1ccc2c(c1)N(CCC(=O)NCc1ccco1)C(=O)CO2	2%	-6%	-3	16%	-4%	-13%	4	-9	-1.5
Cn1cccc1CC(=O)N/N=C/c1cccc([N+](=O)[O-])c1	18%	-12%	-13	8%	-20%	-8%	-4	6	0.6
CCC(C)Sc1cc(-c2nc3ccc(Cl)cn3c2NC2CCCCC2)ccc1OC (stereo not given)	30%&9%	1%&-9%	0&-1	?	-14%&4%	5%&0%	-11&5	0&-19	-0.7&-0.6
O=C(O)c1cc(S(=O)(=O)N2CCN(C(c3ccccc3)c3ccccc3)CC2)ccc1Cl	-3%	-5%	-2	?	-5%	-5%	-11	6	1.9
Cc1nnc(NC(=O)CSc2nnc(CNC(=O)c3ccccc3F)n2C(C)C)s1	2%	?	?	5%	-32%	11%	1	4	-4.2
O=C1CCCc2ccccc2N1Cc1cccc(Cl)c1	1%	-3%	10	-68%	-13%	4%	-2	?	-1.5
Cc1cc(C)c(S(=O)(=O)N(C)CC(=O)NCc2cccnc2)c(C)c1	3%	1%	-3	18%	0%	-14%	6	4	-2.2
COC(=O)Cc1c(O)ccn(C2CC2)c1=O	-3%	-9%	0	8%	6%	15%	0	5	-1.6
O=C(Nc1ccc(O)c(-c2nc3ccccc3o2)c1)c1cccs1	-1%	.	.	-15%	.	-1%	-2	.	.
CC(NC(=O)CN(C)CC(=O)Nc1ccc(F)c(F)c1F)c1ccccc1 (stereo not given)	-3%	-28%	6	1%	3%	2%	12	34	-0.5
Cc1[nH][nH]c(=O)c1C(c1ccc(-c2ccc(C(=O)O)cc2)o1)c1c(C)[nH][nH]c1=O	0%	24µM*	?	5%	?	8%	-5	-13	-3.0
COCCNC(=O)CN1CCC(NC(=O)c2ccco2)CC1	0%	-12%	-11	15%	12%	-2%	0	-9	0.9
COc1ccc(Br)cc1CN1CCN(C(=O)c2ccco2)CC1	5%	6%	-9	-11%	-11%	-2%	-43	-61*	-1.7
Cc1ccc(C2/C(=C(/O)c3cnn(-c4ccccc4)c3C)C(=O)C(=O)N2CCN2CCOCC2)o1 (stereo not given)	-7%	1%	-4	33%[activator]	-6%	5%	1	?	-0.3
C/C(CCc1ccccc1)=N\NC(=O)C1C2CCCCC21 (stereo not given)	2%	-3%	5	8%	0%	6%	3	-7	0.5
CCN1C(=O)c2ccccc2S(=O)c2ccc(C(=O)N3CCN(c4ccccc4OC)CC3)cc21 (stereo not given)	0%	.	.	-6%	.	-4%	5	.	.
CCOC(=O)CSc1nc2c([nH]c3ccccc32)c(=O)n1-c1ccc(OCC)cc1	5%	.	.	7%	.	4%	-7	.	.
CC1=C(C)/C(=N\OS(=O)(=O)c2ccc(C)cc2)C=CC1=O	-36%[inhibitor]	?	-4	?	?	-13%	-3	-104*	-0.8
C[C@H](CO)N1C[C@H](C)[C@H](CN(C)S(=O)(=O)c2ccccc2)Oc2c(NS(C)(=O)=O)cccc2C1=O	-2%	5%	1	6%	1%	0%	-4	26	0.5
COc1ccc(CC/C(C)=N\NC(N)=O)cc1	1%	-5%	-5	3%	8%	8%	-2	11	0.4

Molecules above containing a COOH group (4):
SMILES	GLP-1R agonist	PLK1 PBD inh	PI5P4K alpha inh	GLP-1R inv ag	WRN inhibitor	GLP1R cytotox	D3 ag	DRD3 antagonist	IL-2 act
COc1cc([C@@H]2CC=C(C(=O)O)[C@H](c3ccc(Cl)cc3)N2S(=O)(=O)c2ccc(C)cc2)cc(OC)c1OC	0%	-21%	-2	-15%	0%	3%	-21	?	1.7
C[C@@H](C(=O)N1CCNCC1)n1cc(CCC(=O)O)nn1	-2%	1%	-1	2%	9%	-41%	-13	0	-0.2
O=C(O)c1cc(S(=O)(=O)N2CCN(C(c3ccccc3)c3ccccc3)CC2)ccc1Cl	-3%	-5%	-2	?	-5%	-5%	-11	6	1.9
Cc1[nH][nH]c(=O)c1C(c1ccc(-c2ccc(C(=O)O)cc2)o1)c1c(C)[nH][nH]c1=O	0%	24µM*	?	5%	?	8%	-5	-13	-3.0

Source: PubChem BioAssay
